# H1N1 NS1A inhibition = H1N1 influenza NS1A inhibitors, functional cell based assay (AID 504329); NS1A functional cell-based assay, percent inhibition; higher % means a stronger effect; 340,000 tested, 0.3% active; one-dose inhibition, % at 12.5 µM; IC50 in µM for titrated hits; in the data active means a potency from the dose series; inconclusive means inhibition above about 27% without an active follow-up result; further: strong numbers were not always called active
# VEEV TC-83 Vero = inhibitors of VEEV TC-83 cytopathic effect, confirmation, Vero cells (AID 588727) | one-dose inhibition, % at 20 µM; IC50 in µM for titrated hits | Vero cells, VEEV TC-83 cytopathic effect inhibition; higher % means a stronger effect | 350,000 tested, 0.13% active; in the data active means a potency from the dose series; inconclusive means inhibition mostly from about 14% at the one dose, without a potency; inactive means the rest, 99 in 100 with inhibition below about 12%; further: strong numbers were not always called active
# tuberculosis growth = growth inhibition of non-replicating M. tuberculosis (AID 488890) | Mycobacterium tuberculosis non-replicating, growth inhibition; higher % means a stronger effect | inhibition, % at 25 µM; hits with a dose series show IC50 in µM | 320,000 tested, 0.39% active; in the data active means a potency from the dose series; inconclusive means inhibition mostly from about 82% at the one dose, without a potency; inactive means the rest, 99 in 100 with inhibition below about 76%;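 further: plate controls were DMSO cells for no effect and high antibiotic wells for full effect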
# Salmonella PhoP GFP = PhoP regulon inhibitors, Salmonella typhi PhoP promoter GFP reporter, confirmatory (AID 1850). Salmonella Typhi PhoP-promoter GFP reporter, fluorescence, 4 h; higher % means a stronger effect. inhibition, % at 50 µM; hits with a dose series show IC50 in µM. 310,000 tested, 0.33% active; in the data active means a potency from the dose series; inconclusive means inhibition mostly from about 25% at the one dose, without a potency; inactive means the rest, 99 in 100 with inhibition below about 19%;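 further: 0% = induced wells with vehicle and 100% = uninduced wells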
# H37Rv inhibition = M. tuberculosis growth inhibition, HTS (AID 449762). M. tuberculosis H37Rv growth inhibition, 7H9 media; higher % means a stronger effect. one-dose inhibition, % at 25 µM; IC50 in µM for titrated hits. 330,000 tested, 0.59% active; in the data active means a potency from the dose series; inconclusive means inhibition above about 70% without an active follow-up result;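 further: bacterial growth assessed after seven days of incubation; strong numbers were not always called active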
# VEEV TC-83 Vero 10K pilot screen = further read-out of VEEV TC-83 Vero, marked with its call; inhibition, %; measured here: 10K pilot screen inhibition
# Starred values were filed as active, the others as inactive; i = inactive; u = inconclusive; x = no result given.
# The first 6 records as a preview:
SMILES,H1N1 NS1A inhibition,VEEV TC-83 Vero,tuberculosis growth,Salmonella PhoP GFP,H37Rv inhibition,others
COc1cc2c(cc1OC)-c1c(OC)c(OC)cc3c1[C@H](C2)N(C)CC3,9%,1.2%,u,-3%,9%,
COc1ccc(NC(=O)c2cc(C)on2)cc1OC,4%,1.9%,8%,5%,2%,
Cc1cc(C(=O)COC(=O)c2ccc(F)cc2)c(C)n1C,-15%,0.3%,23%,x,6%,
COc1ccc(/C=C/C(=O)NCCCn2ccnc2)cc1,0%,1.1%,-6%,5%,8%,
COc1cc(NC(=O)c2ccccc2Cl)ccc1NC(=O)c1ccco1,-3%,5.6%,26%,-19%,24%,VEEV TC-83 Vero 10K pilot screen=0.9
CN1C(=O)OC(C)(CCc2ccccc2)C1(C)O (stereo not given),5%,1.1%,x,-10%,-12%,

# The list itself, from the start:
SMILES,H1N1 NS1A inhibition,VEEV TC-83 Vero,tuberculosis growth,Salmonella PhoP GFP,H37Rv inhibition,others
COc1cc2c(cc1OC)-c1c(OC)c(OC)cc3c1[C@H](C2)N(C)CC3,9%,1.2%,u,-3%,9%,
COc1ccc(NC(=O)c2cc(C)on2)cc1OC,4%,1.9%,8%,5%,2%,
Cc1cc(C(=O)COC(=O)c2ccc(F)cc2)c(C)n1C,-15%,0.3%,23%,x,6%,
COc1ccc(/C=C/C(=O)NCCCn2ccnc2)cc1,0%,1.1%,-6%,5%,8%,
COc1cc(NC(=O)c2ccccc2Cl)ccc1NC(=O)c1ccco1,-3%,5.6%,26%,-19%,24%,VEEV TC-83 Vero 10K pilot screen=0.9
CN1C(=O)OC(C)(CCc2ccccc2)C1(C)O (stereo not given),5%,1.1%,x,-10%,-12%,
CCS(=O)(=O)c1ccc(O)c(NC(=O)COc2ccc(Cl)cc2)c1,-5%,2.1%,-26%,5%,-10%,
CC1Cc2nc(SCC(=O)NCc3ccccc3)n(Cc3ccccc3)c(=O)c2S1 (stereo not given),-2%,7.2%,5%,5%,-2%,
CCn1c(SCC(=O)NCc2ccco2)nc2ccccc2c1=O,-4%,4.3%,4%,-31%,0%,
CCN(c1ccccc1)S(=O)(=O)c1cccc(C(=O)NCc2ccncc2)c1,-4%,4.5%,12%,-1%,-7%,
COc1cccc(NC(=O)c2ccc(S(=O)(=O)NCc3cccnc3)cc2)c1,0%,2.1%,-10%,10%,-5%,
CCCCCCn1c(CN2CCN(CCO)CC2)nc2c1c(=O)n(C)c(=O)n2C,1%,2.3%,-9%,-6%,1%,
Cc1ccc(CS(=O)(=O)CCC(=O)NCCCN2CCCC2)cc1,-6%,i,12%,0%,8%,
Cc1ccc2occ(/C=N/NC(=O)[C@@H](N)Cc3ccccc3)c(=O)c2c1,1%,10%,-6%,3%,-9%,
C=CC(C)(O)CCCC(C)CCCC(C)CCCC(C)C (stereo not given),-5%,i,-8%,x,-2%,
COc1ccc(NC(=O)c2oc3ccccc3c2C)c(OC)c1,-1%,i,11%,-6%,0%,
OCC(Cc1ccc2c(c1)OCO2)C(CO)Cc1ccc2c(c1)OCO2 (stereo not given),0%,4.3%,-8%,-10%,-10%,
c1ccc2nc3c(ccc4ccccc43)cc2c1,-26%,0.2%,x,x,x,
CCOc1ccccc1NC(=O)CSc1nnc(Cc2cccn2C)n1-c1ccc(F)cc1,7%,4.3%,25%,5%,-3%,
CCc1cc(C(=O)O)c(NC(=O)/C=C/c2ccc(OC)c(OC)c2)s1,-13%,4.5%,61%,8%,u,
COc1ccc(N2CCOCC2)c(NC(=O)c2ccc(Br)o2)c1,-1%,5.0%,x,-3%,4%,
O=S(=O)(NCc1ccc(F)cc1)c1ccc(Br)cc1Br,-20%,2.4%,50%,x,2%,
Cc1nc2ccc(S(=O)(=O)N(C)CC(=O)Nc3ccccc3F)cc2s1,-13%,0.8%,10%,9%,-3%,
CCOC(=O)C1(CC)NC(c2ccco2)C2C(=O)N(CC)C(=O)C21 (stereo not given),9%,3.3%,1%,-7%,5%,
COc1ccc(CC(=O)OCC(=O)Nc2ccc3[nH]c(=O)[nH]c3c2)cc1,-13%,1.4%,-12%,4%,1%,
CCc1ccccc1NC(=O)c1ccc2nc(N3CCOCC3)sc2c1,15%,0.8%,x,18%,8%,
CC1CN(S(=O)(=O)c2cccc(C(=O)NCc3ccccn3)c2)CC(C)O1 (stereo not given),-5%,i,3%,x,-5%,
CNCCc1ccccn1,1%,i,-8%,2%,-4%,
O=C(NCc1ccc(F)cc1)C1CCN(S(=O)(=O)c2ccc3c(c2)OCCCO3)CC1,4%,1.5%,5%,-18%,5%,
CCC(C)c1ccccc1N1CC(C(=O)Nc2ccc(S(=O)(=O)N3CCOCC3)cc2)CC1=O (stereo not given),12%,4.8%,-2%,-8%,0%,
COC(=O)c1sccc1NC(=O)CC1C(=O)NCCN1C(=O)c1c(F)cccc1Cl (stereo not given),-4%,i,2%,3%,4%,
CCOc1cc(/C=N/NC(=O)CSc2nncn2C)ccc1OC(=O)c1ccc(Cl)cc1,-1%,0.1%,23%,6%,1%,
CSc1ccc(CCCCCCOC(=O)C(C)(C)C)cc1,1%,i,13%,x,-9%,
COc1ccc(CC(C)Nc2cccc(SC)c2)cc1 (stereo not given),-6%,0.0%,77%,-3%,0%,
O=C(COc1coc(CN2CCN(c3ccccc3)CC2)cc1=O)NC1CCCCC1,3%,i,4%,-5%,14%,
Cc1cc(C)c2c(c1)cc(C)c1nnc(SCC(=O)Nc3ccc(S(=O)(=O)N4CCCCC4)cc3)n12,6%,2.5%,24%,-10%,9%,
Cc1cc2c(c(=O)n1CCN(C)C)C(c1ccc(Br)cc1)C(C#N)=C(N)O2 (stereo not given),-12%,1.3%,-5%,6%,-7%,
O=C(CC1C(=O)NCCN1Cc1ccc(F)c(F)c1)NCCn1cccn1 (stereo not given),8%,i,-9%,6%,-6%,
CN(CC(=O)NC(=O)NC1CCCCC1)CC(=O)Nc1ccc(Cl)cc1,-5%,5.2%,14%,x,10%,
COc1ccc(CCNC(=O)C(=O)NCC2OCCN2S(=O)(=O)c2cc(F)ccc2F)cc1 (stereo not given),8%,2.1%,16%,3%,2%,VEEV TC-83 Vero 10K pilot screen=1.0
O=C(O)c1ccc2ccc3ccccc3c2c1,x,2.7%,-7%,-10%,37%,
N#Cc1nc(-c2ccc(F)cc2)oc1N1CCN(C(=O)c2ccco2)CC1,-2%,9.2%,-17%,-8%,-18%,
O=C(CNS(=O)(=O)c1cccc2nsnc12)NC1CCCCC1,9%,0.1%,-5%,-3%,4%,
O=C(Nc1ccc2c(c1)Cc1ccccc1-2)c1ccc(Br)o1,4%,0.7%,x,-13%,19%,
Cn1c(CNC(=O)C2CCC(=O)N(CCc3cccc(F)c3)C2)nc2ccccc21 (stereo not given),-16%,0.7%,12%,-3%,-5%,
CN1CC2(C(=O)c3ccccc3)CN(C)CC(C(=O)c3ccccc3)(C1)C2,-1%,i,-6%,4%,-1%,
O=C(CCCOc1ccccc1)N1CCCc2ccccc21,-7%,0.4%,u,-12%,4%,
COc1cc2c(cc1OC)C13CCN4CC5=CCOC(CC(=O)O)C(C5CC41)C3N2 (stereo not given),1%,23%,x,x,x,
O=C(O)c1ccc(COc2ccc3ccccc3c2/C=C2/NC(=O)N(c3ccccc3)C2=O)cc1,5%,0.5%,13%,7%,10%,
O=C(Oc1ccccc1-c1csnn1)c1cccs1,-2%,0.2%,69%,3%,40%,
CCOC(=O)c1cc(C)sc1NC(=O)CSC1=NCCS1,9%,8.4%,70%,-7%,-7%,
O=C(COc1ccccc1Cl)Nc1cc(Cl)ccc1Oc1ccccc1,4%,1.5%,0%,-10%,-2%,
CCc1ccccc1NC(=O)c1cccc(N2C(=O)C3C4CCC(C4)C3C2=O)c1 (stereo not given),1%,3.1%,6%,-9%,-19%,
Cc1nc(N=C(N)N)nc2ccccc12,-3%,3.6%,22%,1%,0%,
O=C(/C(=C/c1ccc(Cl)cc1)c1nc2ccccc2[nH]1)c1ccccc1,4%,6.1%,12%,-4%,1%,
CC(=O)N/C(=C\c1ccccc1)C(=O)OCC(=O)Nc1cc(S(=O)(=O)N(C)C)ccc1Cl,9%,2.7%,x,x,x,
C=CCc1cccc(/C=N/NC(=O)C[n+]2ccccc2)c1O,13%,0.6%,29%,-14%,-5%,
N#Cc1c(C(F)(F)F)cc(-c2ccc(Cl)c(Cl)c2)nc1SCCN1CCOCC1,18%,1.5%,x,-8%,x,
CCc1cccc2c(C(=O)CN3C(=O)NC4(CCCCCC4)C3=O)c[nH]c12,-5%,8.7%,11%,x,-3%,
COC(=O)c1ccccc1Sc1snnc1C,6%,4.8%,-6%,5%,0%,

# Random excerpt: two records from the list
SMILES,H1N1 NS1A inhibition,VEEV TC-83 Vero,tuberculosis growth,Salmonella PhoP GFP,H37Rv inhibition,others
CCc1ccccc1NC(=O)c1cccc(N2C(=O)C3C4CCC(C4)C3C2=O)c1 (stereo not given),1%,3.1%,6%,-9%,-19%,
CCc1cccc2c(C(=O)CN3C(=O)NC4(CCCCCC4)C3=O)c[nH]c12,-5%,8.7%,11%,x,-3%,

# (list continues)
SMILES,H1N1 NS1A inhibition,VEEV TC-83 Vero,tuberculosis growth,Salmonella PhoP GFP,H37Rv inhibition,others
CCC(C)c1ccc(OCC(=O)Nc2ccc(Cl)cn2)cc1 (stereo not given),-1%,0.6%,u,9%,u,
Cc1cc(O)c(C(C)C)cc1N=Cc1cc([N+](=O)[O-])ccc1O,17%,0.2%,11%,14%,-5%,
CCN(CC)S(=O)(=O)c1ccc(/C=C/C(=O)N(c2ccccn2)C2CCCCC2)cc1,6%,i,10%,-6%,-3%,
CCOc1ccc(C(=O)Nc2ccc(CN3CCOCC3)cc2)cc1Cl,-4%,2.4%,50%,-2%,4%,
Cc1ccc(-c2nn(-c3ccccc3)cc2C(=O)Nc2ccc(C(=O)O)cc2)cc1,2%,7.1%,-10%,4%,6%,
CC1CCC2(CC1)NC(=O)N(CC(=O)c1ccc[nH]1)C2=O (stereo not given),-10%,3.9%,-8%,2%,-4%,
CCOC(=O)c1cc2c(ccn2C)n1Cc1cc(C)ccc1C,17%,8.7%,5%,0%,-4%,
O=c1c2ccccc2c(C=NC2CCN(Cc3ccccc3)CC2)c(O)n1Cc1ccc2c(c1)OCO2,x,x,53%,6%,64%,
CC1(C)CC2CC(C)(CN2C(=O)COC(=O)c2ccc(NC(=O)CC#N)cc2)C1 (stereo not given),-10%,5.8%,25%,x,6%,
Cc1ccc(O)c(NC(=O)c2cc3nc4c(c(C(F)(F)F)n3n2)CCc2ccccc2-4)c1,-1%,i,3%,3%,9%,
CCOC(=O)C1CCCc2c1[nH]c1ccc(Cl)cc21 (stereo not given),x,0.8%,68%,4%,u,
NC(=O)CCSC(=S)N1CCOCC1,-4%,i,-5%,-23%,-8%,
Cc1nc2cc(-c3ccc(Br)cc3)[nH]n2c(=O)c1Cl,-7%,1.1%,67%,-3%,3%,
COc1ccc(CNC(=O)C(NC(C)=O)C(=O)Nc2ccc(OC)cc2)cc1 (stereo not given),-13%,0.5%,-9%,0%,-2%,
COC(=O)c1cc(Nc2cc(C)nc3ncnn23)cc(C(=O)OC)c1,0%,0.9%,15%,4%,-2%,
O=C1c2ccccc2C(=O)N1CCCc1c[nH]c2ccc(Cl)cc12,-2%,0.7%,-5%,-2%,1%,
O=C(CCN1CCc2ccccc21)c1ccc2c(c1)OCCO2,20%,1.4%,u,-22%,2%,
CCCCSc1nc2sc3c(c2c(=O)[nH]1)CC(C)(CC)OC3 (stereo not given),-2%,1.4%,1%,4%,-1%,
CCCC[C@H]1COCCS(=O)(=O)N1Cc1ccc(Br)cc1,-4%,0.0%,32%,2%,8%,
Cn1cc(S(=O)(=O)Nc2cccc(F)c2)c(=O)n(C)c1=O,-8%,1.7%,-5%,7%,-1%,
O=C(Nc1cccc(NC(=O)c2cccs2)c1)c1ccc2c(c1)OCCO2,9%,6.1%,31%,-4%,3%,
CCCCn1c(O)c(C(C)=Nc2cccc(C(=O)O)c2)c(=O)[nH]c1=O,0%,3.0%,9%,4%,4%,
CC(C)(C)c1ccc(C2=CSC3=NCCN23)cc1,-6%,i,40%,-5%,-5%,
CSC1=N/C(=C\c2ccc(F)cc2)C(=O)S1,8%,5.3%,u,21%,12%,
CCOc1ccc(CN(C)C(=O)Cc2c[nH]c3ccccc23)cc1,-2%,0.4%,10%,3%,0%,
CCc1noc(C)c1C(=O)Nc1cc(S(=O)(=O)N2CCOCC2)ccc1OC(C)C,-7%,6.5%,-2%,3%,-7%,
O=C(Cn1c(=O)n(CC(=O)N2CCCCC2)c(=O)c2sccc21)NCc1ccccc1,0%,1.0%,13%,1%,-2%,
COc1ccccc1CNc1ccc(N2CCCCC2)cc1,20%,3.2%,39%,-6%,3%,

# High-throughput results from PubChem BioAssay.
